JMJD2A Tudor: qHTS Assay for Inhibitors of JMJD2A-Tudor Domain. Lysine-specific demethylase 4A (Homo sapiens), O75164. AlphaScreen JMJD2A-Tudor / H3K4me3 peptide binding. Potency, µM (titrated, usually from 114 µM), for the others: at the highest dose activity change, negative = inhibition, hits mostly inhibitors. hit rate 4.4% among 390,000. AID 504339, 2011; note: potency is the fitted concentration of half-maximal effect; % is set by controls: 0 for no effect and ±100 for the full control effect; nearly all actives have a fitted effect of over 50% in size
Target sequence (O75164 whole entry, looked up, the tested form may be a part): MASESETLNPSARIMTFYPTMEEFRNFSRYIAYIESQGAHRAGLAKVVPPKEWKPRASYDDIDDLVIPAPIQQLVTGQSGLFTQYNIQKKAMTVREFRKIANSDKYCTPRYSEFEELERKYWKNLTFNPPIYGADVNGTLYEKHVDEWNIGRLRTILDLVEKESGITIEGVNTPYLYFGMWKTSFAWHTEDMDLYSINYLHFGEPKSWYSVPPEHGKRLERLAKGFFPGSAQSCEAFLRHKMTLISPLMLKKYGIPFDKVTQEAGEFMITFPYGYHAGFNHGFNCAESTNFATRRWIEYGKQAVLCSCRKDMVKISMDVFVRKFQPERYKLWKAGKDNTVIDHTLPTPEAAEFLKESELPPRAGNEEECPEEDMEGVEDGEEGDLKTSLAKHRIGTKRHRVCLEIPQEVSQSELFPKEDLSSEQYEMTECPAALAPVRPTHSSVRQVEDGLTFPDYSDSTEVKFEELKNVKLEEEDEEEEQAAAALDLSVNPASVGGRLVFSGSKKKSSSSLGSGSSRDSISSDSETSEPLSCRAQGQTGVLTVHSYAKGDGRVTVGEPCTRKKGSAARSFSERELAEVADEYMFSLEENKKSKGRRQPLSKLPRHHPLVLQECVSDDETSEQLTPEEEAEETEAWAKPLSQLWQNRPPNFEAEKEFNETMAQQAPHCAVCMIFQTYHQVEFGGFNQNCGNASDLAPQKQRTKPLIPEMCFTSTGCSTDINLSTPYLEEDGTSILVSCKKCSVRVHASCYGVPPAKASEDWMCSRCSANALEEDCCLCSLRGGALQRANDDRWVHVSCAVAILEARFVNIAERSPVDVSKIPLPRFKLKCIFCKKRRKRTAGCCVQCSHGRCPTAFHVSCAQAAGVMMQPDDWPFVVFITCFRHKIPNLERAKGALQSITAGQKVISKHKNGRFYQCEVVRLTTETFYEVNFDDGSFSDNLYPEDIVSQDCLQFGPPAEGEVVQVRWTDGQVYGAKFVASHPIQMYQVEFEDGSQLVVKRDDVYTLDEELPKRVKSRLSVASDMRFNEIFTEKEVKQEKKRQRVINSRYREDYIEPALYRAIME
HP1b chromo inh: HTS for Inhibitors of HP1-beta Chromodomain Interactions with Methylated Histone Tails. Chromobox protein homolog 1 (Homo sapiens), P83916. hit rate 0.56% among 390,000. Potency, µM (series often up to 114 µM), for inactives: top-dose activity change, negative = inhibition, most hits filed as inhibitors. AlphaScreen HP1-beta / biotin-H3K9me3 peptide binding. AID 540317, 2011; note: potency is the fitted concentration of half-maximal effect; nearly all actives have a fitted effect of over 70% in size; inactives centre near 23
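AlphaScreen: HP1-beta (50 nM) preformed 30 min with biotin-H3(1-18)K9me3 peptide (50 nM) in PBS pH 7.4, 0.01% Tween-20. Compound added for 30 min at RT, then streptavidin donor/nickel chelate acceptor beads (10 ug/mL) for 30 min.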
GLS inhibitor: qHTS for Inhibitors of Glutaminase (GLS); GLS enzymatic activity, qHTS titration; Potency, µM (titrated, usually from 45.5 µM), inactives show at the highest dose activity change, negative = inhibition, actives largely listed as inhibitors; hit rate 0.21% among 410,000; AID 624170, 2012; note: potency is the fitted concentration of half-maximal effect; % is set by controls: 0 for no effect and ±100 for the full control effect
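Glutamate formation by hKGA was monitored fluorometrically using coupled glutamate oxidase, HRP and Amplex Red. Substrate was added as 1 mM L-glutamine solution; incubation was 30 min at RT after an initial read.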
Tb PGK inh: qHTS Assay to Find Inhibitors of Phosphoglycerate Kinase; Potency, µM (top dose mostly 57.5 µM), for inactives: at the top dose activity change, negative = inhibition, usual class: inhibitors; Phosphoglycerate kinase, glycosomal (Trypanosoma brucei brucei), P07378; PGK/GAPDH coupled, Kinase-Glo luminescence, 60 min; hit rate 0.043% among 380,000; note: potency is the fitted concentration of half-maximal effect; % is set by controls: 0 for no effect and ±100 for the full control effect; nearly all actives have a fitted effect of over 60% in size
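Recombinant glycosomal PGK reaction used 1,3-bisphosphoglycerate generated in-well by GAPDH (100nM final) in 100mM TEA pH 7.6, 5mM MgCl2, 0.01% Tween-20. After 60 minutes at room temperature, ATP was read by Kinase-Glo Plus luminescence end-point.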
G9a block: qHTS Assay for Inhibitors of Histone Lysine Methyltransferase G9a; G9a H3K9 monomethylation, AlphaScreen, 2 h; Potency, µM (titrated, usually from 102 µM), without a hit: top-dose activity, negative = inhibition, most hits filed as inhibitors; hit rate 8.8% among 350,000; note: potency is the fitted concentration of half-maximal effect; % is set by controls: 0 for no effect and ±100 for the full control effect; nearly all actives have a fitted effect of over 75% in size
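Quantitative HTS format: methyltransferase activity on a biotin-tagged H3K9 peptide is measured by AlphaScreen, using a rabbit anti-monomethyl-H3K9 antibody with streptavidin donor and anti-IgG acceptor beads. Final levels are 20 nM enzyme, 500 nM peptide, 20 uM SAM; 2 h RT.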
ERG-DNA inh: qHTS for Small Molecule Inhibitors of the ERG Ets/DNA interaction. Transcriptional regulator ERG (Homo sapiens), P11308. fluorescence polarization, His-ERG Ets domain / labelled DNA. Potency, µM (series often up to 76.9 µM), inactives show at the top dose FP activity, negative = inhibition, hits mostly inhibitors. hit rate 0.028% among 370,000; active = well fitted inhibition curve with a large enough effect in the polarisation, with a control signal flat; inconclusive = small, poorly fitted or top-dose-only effect, or effect the other way, or a change in a side signal; inactive = no such curve, though single readings can be large or run the other way; the % refers to the polarisation;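 note: polarization taken with two DNA probes labelled with fluorescein and Texas red; potency is the fitted concentration of half-maximal effect; % of control where 0% means no effect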
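His-tagged ERG Ets domain (1 uM in the protein solution; 300mM KCl, 50mM Tris-HCl, 1mM EDTA, 1mM DTT, pH 7.5) received compound, then a probe mix of 5 nM fluorescein-DNA and 100nM Texas-615-DNA. Fluorescence polarization was read for both dyes.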
BAZ2B block: qHTS Assay for Inhibitors of BAZ2B; AID 504333, 2011; Bromodomain adjacent to zinc finger domain protein 2B (Homo sapiens), Q9UIF8; Potency, µM (doses to about 114 µM), without a hit: at the highest dose activity change, negative = inhibition, hits mostly inhibitors; hit rate 4.4% among 360,000; AlphaScreen BAZ2B-H3K14Ac peptide displacement; note: potency is the fitted concentration of half-maximal effect; % is set by controls: 0 for no effect and ±100 for the full control effect; nearly all actives have a fitted effect of over 60% in size
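Protein-peptide AlphaScreen: BAZ2B 50 nM, b-H3K14Ac 50 nM, 1x PBS pH 7.4 + 0.01% Tween-20. Preincubation 30 min RT; cpd 30 min RT (top 110 uM); beads 20 min RT, light-protected.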
PI4K2A block: qHTS for small molecular inhibitors of PI4K2A; Phosphatidylinositol 4-kinase type 2-alpha (Homo sapiens), Q9BTU6; purified PI4K2A, ADP-Glo luminescence, 1 h; stronger effect = lower value; activity change, negative = inhibition, % at 76.9 µM; hit rate 0.13% among 420,000; in the data active = activity change below about -50%; inconclusive = mostly about -30% to -49%;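 note: -100% = wells without enzyme as full effect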
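PI4K2A activity was measured by ADP-Glo luminescence: enzyme (4 ug/mL stock) and phosphatidylinositol (1.2 mM stock) in Tris pH 7.5/MgCl2/EGTA/Triton X-100 buffer were reacted with ATP (300 microM stock) for one hour at ambient temperature.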
Pin1 inh: qHTS Assay to Find Inhibitors of Pin1. Peptidyl-prolyl cis-trans isomerase NIMA-interacting 1 (Homo sapiens), Q13526. Potency, µM (series often up to 115 µM), inactives show top-dose activity, negative = inhibition, hits mostly inhibitors. Pin1 FP peptide displacement, HiFluor488, 10 min. hit rate 0.009% among 390,000; active = well fitted inhibition curve with a large enough effect in the polarisation, with a control signal flat, not every such curve was filed as active; inconclusive = small, poorly fitted or top-dose-only effect, or effect the other way, or a change in a side signal; inactive = no such curve, though single readings can be large or run the other way; the % refers to the polarisation; note: potency is the fitted concentration of half-maximal effect; % is set by controls: 0 for no effect and ±100 for the full control effect
Numbers without * were called inactive; i = inactive; ? = inconclusive; . = not tested or not shown; [ ] = dose if it differs, or a comment. Unless noted, calls come from the whole dose curve; as a rule, active = well fitted curve in the direction sought with a large enough effect; inconclusive = small, poorly fitted or top-dose-only effect, or another doubt; inactive = no such curve, though single readings can be large; an effect the other way counts as inactive or inconclusive.

Under each structure: PI4K2A block, BAZ2B block, JMJD2A Tudor, ERG-DNA inh, GLS inhibitor, Tb PGK inh, G9a block, Pin1 inh, HP1b chromo inh
Cc1sc(Nc2ccc([N+](=O)[O-])cc2)nc1-c1c(C)n(C)n(-c2ccccc2)c1=O
  -2.3, -0.8%, -27.1%, 2.3%, 8.1%, -0.5%, 11.7%[59 µM], -6.7%, -17.2%
Cc1nnc(N2CCC(C(=O)NCc3ccc(F)cc3)CC2)c2nn(-c3ccc(Cl)cc3)c(C)c12
  1.9, -29.0%, -34.8%, 0.3%, -16.3%, i, -39.1%[59 µM], ?, 25.1%
COc1ccc(N(C)S(=O)(=O)c2ccc(Cl)c(C(=O)NNC(=O)c3ccccc3O)c2)cc1
  -4.6, 2.9%, -24.8%, 2.6%, -13.1%, -8.9%, -2.1%, -6.6%, 20.8%
Cc1cc(C(C)(C)C)ccc1Oc1cccc2c1S(=O)(=O)N(C1CCCC1)CC(COCc1ccccc1)O2 (stereo unspecified)
  -3.0, ., -13.0%, -7.1%, -1.8%, -0.3%, ., -1.2%, 17.6%
Cc1ccccc1Cn1c(=O)n(CC2CCC(C(=O)N3CCC(C)CC3)CC2)c(=O)c2sccc21 (stereo unspecified)
  -1.2, ?, -27.0%, 4.7%, 11.4%, 6.5%, -2.0%[59 µM], -0.4%, 30.7%
CCOC(=O)C1=C(COC(=O)/C=C/c2ccc(O)c(OC)c2)NC(=O)NC1C (stereo unspecified)
  -2.7, -1.4%, 0.7%, 1.7%, 2.0%, -0.9%, 8.6%[12.7 µM], -9.3%, 26.7%
COc1ccccc1CNc1ncnc2c1nnn2Cc1ccccc1
  1.2, 20.8%, -11.8%, -7.7%, 8.4%, 7.3%, 3.1%, ?, 25.4%
COc1ccc(N(CC(=O)Nc2cccc3ccccc23)S(C)(=O)=O)cc1
  -2.1, ?, -20.0%, 4.0%, -0.7%, 2.1%, ., -1.4%, 8.4%
O=C(C[n+]1ccc2ccccc2c1)c1cccc2ccccc12
  -1.0, -18.6%, -29.1%, 9.4%, -0.3%, i, 28.2µM*, -6.1%, 19.2%
CCCc1cc(=O)n2[nH]c(C)cc2n1
  0.8, 10.0%, -24.3%, 1.9%, 0.4%, 0.2%, -42.5%, 10.5%, 24.3%
O=C(c1ccco1)N1CCN(Cc2nc3ccc([N+](=O)[O-])cc3c(=O)n2-c2ccccc2F)CC1
  2.2, -12.9%, -23.0%, 2.8%, -2.4%, 12.8%, ?, -6.5%, -1.0%
O=c1c2c3c(sc2nc(NCCOCCO)n1Cc1ccco1)CCCCC3
  -2.3, ?, -25.0%, 1.8%, 5.4%, -7.4%, ?, -11.3%, 19.8%
CCOC(=O)c1cnn(-c2nc(-c3ccc(F)cc3)cs2)c1C(F)(F)F
  -2.7, 105.6%[activator], 107.2%[activator], 2.9%, -2.1%, -6.3%, 267.7%[activator], -13.2%, 157.7%[activator]
CC(c1nc2ccccc2c(=O)[nH]1)N1CCN(C)CC1 (stereo unspecified)
  2.0, 9.5%, 70.8µM*, 4.2%, 16.7%, -12.1%, ?, -11.4%, ?
CCCC1CC(CSc2ncn[nH]2)OC1=O (stereo unspecified)
  -0.8, 0.2%, 9.1%, -1.2%, -0.3%, 3.4%, -10.0%, 0.4%, 38.8%
CCCCCCCCCCCC(=O)N1CC(=O)NC(=O)C1
  -4.8, -14.7%, 2.1%, -1.8%, 1.6%, -6.4%, 22.6%, -10.4%, 21.5%
COC(=O)c1cc(S(=O)(=O)N2CCN(c3ccccc3OC)CC2)cn1C
  -1.3, -22.7%, -20.7%, -7.1%, 0.4%, -8.8%, 7.5%, -4.5%, 26.2%
NC(=O)CSc1nnc(-c2ccc(S(=O)(=O)N3CCCC3)cc2)n1Cc1ccco1
  22.3, 0.7%, -4.5%, -1.1%, 0.3%, 2.1%, ?, -1.6%, 25.2%
CC(=O)N1CCOc2ccc(S(=O)(=O)Nc3ccc(C)cn3)cc21
  -1.6, 3.2%, -13.5%, 0.2%, -13.8%, 3.0%, -9.7%, -7.6%, 55.3%[activator]
Cc1cc(C)c2oc(-c3cccc(N)c3)nc2c1
  -0.5, -9.7%, -13.3%, 1.1%, -1.6%, 4.7%, ., 0.3%, 20.2%
Cc1cccc(Cn2c(-c3cccs3)nc3ccccc32)c1
  7.2, 17.2%, 21.6%, 1.4%, -7.8%, 4.3%, 23.2%[59 µM], 1.4%, 81.7%[activator]
COc1ccc(CC(=O)Nc2cc(C)on2)cc1OC
  7.1, 1.0%, -10.9%, 4.9%, 2.2%, -0.6%, 18.3%[12.7 µM], 0.1%, -13.5%
Cc1c(CC(=O)N[C@@H](C)C(=O)O)c(=O)oc2c(C)c3occ(-c4ccccc4)c3cc12
  4.0, -16.3%, -20.5%, -1.4%, 24.2%, 6.2%, ?, ?, 38.6%
COc1ccc(NC(=O)C2CCN(c3ccc(Sc4ccc(C)cc4)nn3)CC2)c(OC)c1
  -3.0, 1.5%, -17.4%, 2.0%, -3.7%, 10.6%, -3.4%[59 µM], 24.5%, 31.3%
N#Cc1c(C#N)c(O)c2ccccc2c1O
  0.0, -33.5%, -31.9%, -7.0%, 9.0%, ., 2µM*, ?, -22.3%
CCOC(=O)C1(NC(=O)C2(N3C(=O)c4ccccc4C3=O)CCCC2)CCCC1
  -2.7, ., -6.8%, -4.9%, -15.7%, -8.7%, ., 0.9%, 17.7%
CC(C)n1ncc2c(C(=O)Nc3ccc(S(C)(=O)=O)cc3)cc(C3CC3)nc21
  1.8, -1.0%, -22.6%, -2.8%, -4.0%, -9.6%, 6.0%[12.7 µM], -4.7%, 25.7%
Cc1ccc2nc(NC(=O)CSCc3ccccc3)sc2c1
  1.3, 1.8%, -7.8%, -3.7%, 3.4%, -1.9%, ?, 5.8%, 50.8%[activator]
CN(C(=O)COc1cc(=O)n(C)c2ccccc12)c1ccc(Cl)cc1
  0.6, -6.1%, -19.7%, 2.4%, -0.5%, -3.1%, ?, 1.3%, 18.6%
CC1=C(C(=O)Nc2ccc(C)cc2)C(c2ccc(N(C)C)cc2)NC(=O)N1 (stereo unspecified)
  -1.7, -31.4%, -23.7%, -0.6%, 42.1%[activator], 3.8%, ?, 7.8%, 7.7%
CSc1ccccc1C(=O)N(CC1CCCO1)c1c(N)n(Cc2ccccc2)c(=O)[nH]c1=O (stereo unspecified)
  -1.4, 3.2%, -7.6%, -1.1%, 10.3%, -3.8%, 20.6%[2.33 µM], 0.3%, 15.5%
O=C(O)c1cccc(NC(=O)c2ccc(Cl)c(S(=O)(=O)N3CCCCCC3)c2)c1
  1.2, -5.0%, -11.0%, 0.2%, 2.1%, 3.4%, 12.2%, 1.2%, 29.9%
CCOC(=O)c1sc(-c2ccccc2)cc1N
  -1.2, 11.3%, 4.6%, 0.1%, 8.8%, 2.0%, 14.8%[59 µM], ?, 37.1%[activator]
Cc1ccc(/C(N)=N/OC(=O)CSc2ccccc2)cc1
  -3.1, 195.2%[activator], 48.1%[activator], 12.2%, 3.4%, -5.7%, 264.4%[activator], 1.3%, 58.3%[activator]
COC(=O)c1c(NC(=O)c2cccnc2)sc(C(=O)N(C)C)c1C
  3.3, 5.4%, -11.0%, -0.7%, -4.3%, -4.6%, ?, -0.7%, 34.0%
CN1C(=O)c2ccccc2Sc2ccc(C(=O)O)cc21
  1.0, 7.8%, 2.4%, 15.8%, -2.7%, 0.9%, 12.8%, 0.5%, 21.3%
COc1ccc(C(c2nnnn2CC2CCCO2)N2CCN(c3cccc(C)c3C)CC2)cc1 (stereo unspecified)
  0.1, ., -19.6%, 7.6%, 1.6%, -1.2%, ?, 1.4%, 8.0%
C=CCNC(=O)c1cnc(-c2ccccc2)nc1-c1ccccc1
  -5.9, -21.4%, -5.1%, -3.7%, -1.3%, -4.5%, 3.7%, 1.5%, 19.4%
COc1ccc(-c2cc(C(=O)NN)[nH]n2)cc1OC
  -3.2, -12.4%, -17.7%, 4.7%, 19.6%, i, ., -3.1%, 58.0%[activator]

Assay outcomes from PubChem BioAssay.
